VHR inh abs = VHR1 phosphatase inhibitors, primary screen, biochemical, absorbance, uHTS; Dual specificity protein phosphatase 3 (Homo sapiens), P51452; recombinant VHR phosphatase, pNPP absorbance; inhibition, % at 13.3 µM; 290,000 tested, 0.52% active; in the data active = inhibition above about 50%; also: some compounds called inactive have numbers as strong as hits
Target sequence (P51452 whole entry, looked up): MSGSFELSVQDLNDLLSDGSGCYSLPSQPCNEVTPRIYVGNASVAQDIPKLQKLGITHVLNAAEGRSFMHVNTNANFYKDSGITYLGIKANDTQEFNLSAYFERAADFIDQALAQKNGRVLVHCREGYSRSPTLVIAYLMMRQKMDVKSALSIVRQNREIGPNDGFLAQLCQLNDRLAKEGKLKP
PriA SSB inh = inhibitors of Klebsiella pneumoniae PriA binding to SSB C-terminal tail, primary screen, biochemical, AlphaScreen | PriA–SSB C-terminal tail interaction (Klebsiella pneumoniae) | AlphaScreen SSBct-PriA binding, biotinylated peptide | inhibition, % at 33 µM | 430,000 tested, 0.6% active; in the data active = inhibition mostly above about 37%, no sharp cut-off; inactive = mostly below about 20%;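 also: plate controls were negative control peptide for no effect and reference peptide for full effect; strong numbers were not always called active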
Anthrax LF inh2 = Bacillus anthracis LF protease inhibitors, primary screen, biochemical, multiplex microsphere, MLPCN library | Lethal factor (Bacillus anthracis), P15917 | inhibition, % at 10 µM | 360,000 tested, 0.12% active | multiplex microsphere protease cleavage assay; also: plate controls were buffer without enzyme for full effect and enzyme alone for no effect
Target sequence (P15917 whole entry, looked up): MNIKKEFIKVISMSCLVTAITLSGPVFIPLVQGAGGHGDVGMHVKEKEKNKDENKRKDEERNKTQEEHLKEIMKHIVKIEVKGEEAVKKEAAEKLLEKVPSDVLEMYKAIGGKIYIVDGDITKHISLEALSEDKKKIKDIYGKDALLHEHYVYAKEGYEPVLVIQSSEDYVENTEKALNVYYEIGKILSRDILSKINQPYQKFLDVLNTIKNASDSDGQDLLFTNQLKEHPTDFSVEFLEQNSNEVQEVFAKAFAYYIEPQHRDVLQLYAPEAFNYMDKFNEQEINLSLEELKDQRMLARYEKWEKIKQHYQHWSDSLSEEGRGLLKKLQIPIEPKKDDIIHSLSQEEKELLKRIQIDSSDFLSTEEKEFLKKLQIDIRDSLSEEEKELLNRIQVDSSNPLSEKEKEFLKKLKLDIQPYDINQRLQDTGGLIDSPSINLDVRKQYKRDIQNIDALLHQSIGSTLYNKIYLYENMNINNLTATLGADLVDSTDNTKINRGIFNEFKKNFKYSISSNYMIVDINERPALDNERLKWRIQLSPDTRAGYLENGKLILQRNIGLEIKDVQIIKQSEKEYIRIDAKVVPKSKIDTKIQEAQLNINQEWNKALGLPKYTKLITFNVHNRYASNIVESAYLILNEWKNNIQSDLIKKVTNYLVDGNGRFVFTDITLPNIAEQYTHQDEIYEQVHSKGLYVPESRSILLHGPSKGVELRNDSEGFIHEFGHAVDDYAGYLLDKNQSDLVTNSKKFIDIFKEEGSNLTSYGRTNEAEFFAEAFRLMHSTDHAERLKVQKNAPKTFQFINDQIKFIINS
TcdB inh = TcdB glycohydrolase inhibitors, primary screen, biochemical, single point, plate reader; inhibition, % at 9.99 µM; TcdB glycohydrolase enzymatic assay; AID 652162, 2013; 350,000 tested, 0.24% active; in the data active = inhibition above about 10%
3CLpro inhibitor = SARS-CoV 3CLpro protease inhibitors, primary screen, biochemical, quenched FRET | AID 1706, 2009 | recombinant SARS-CoV 3CLpro, quenched FRET peptide cleavage | inhibition, % at 6 µM | Replicase polyprotein 1ab (Severe acute respiratory syndrome coronavirus), P0C6X7 | 290,000 tested, 0.14% active; in the data active = inhibition above about 12%
PfHsp40 rescue = rescue of yeast from PfHsp40 toxicity, primary screen, S. cerevisiae, ATP luminescence; S. cerevisiae expressing PfHsp40, growth rescue; growth rescue, % at 12.5 µM; 340,000 tested, 0.68% active; AID 504582, 2011; in the data active = growth rescue above about 28%, passing the limit was not always enough;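 also: yeast W303a lacking pdr1 and pdr3 grown in galactose medium; growth measured after three days at 30 °C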
CCHF vOTU inh = CCHFV vOTU protease inhibitors, primary screen, biochemical, Pep-AMC substrate, fluorescence | Crimean-Congo hemorrhagic fever virus L polyprotein viral ovarian tumor (vOTU) protease … | inhibition, % at 11.5 µM | 370,000 tested, 0.55% active; in the data active = inhibition above about 30%; also: 0% = vehicle wells with enzyme and 100% = no enzyme wells
BoNT-A LC inh2 = BoNT/A light chain protease inhibitors, primary screen, biochemical, flow cytometry, MLPCN library; Botulinum neurotoxin type A light chain protease (Clostridium botulinum A str. ATCC 3502); multiplex microsphere protease substrate cleavage; inhibition, % at 10 µM; 360,000 tested, 0.17% active; also: plate controls were buffer without enzyme for full effect and enzyme alone for no effect
BH1578 lux ind = inducers of Vibrio cholerae quorum light production without autoinducers, primary screen, BH1578 luxS cqsA deficient, single point. V. cholerae BH1578 lux reporter, luminescence, 6 h. activation, % at 18.7 µM. 350,000 tested, 0.16% active; in the data active = activation mostly above about 9.7%, no sharp cut-off; also: not every result past the cut was called active; inactives centre near 0; reference of the scale not given here
Y pestis TopoI = Yersinia pestis topoisomerase I inhibitors, primary screen, biochemical, cleavage product accumulation, plate reader, single point; activity, % at 10 µM; AID 504884, 2011; 360,000 tested, 0.064% active; Y. pestis Topo-I cleavage product accumulation; in the data active = activity above about 50%, passing the limit was not always enough; also: inactives centre near 2
An asterisk follows results filed as active; i = inactive; nt = not tested or not shown; & = joins results of further samples. Rule as the data show it, unless noted: active = inhibition above about 30%; inconclusive = no clear call, values can overlap the other calls; inactive = below that. Not all compounds are listed. The share of hits here may be higher or lower than overall.

SMILES | VHR inh abs | PriA SSB inh | Anthrax LF inh2 | TcdB inh | 3CLpro inhibitor | PfHsp40 rescue | CCHF vOTU inh | BoNT-A LC inh2 | BH1578 lux ind | Y pestis TopoI
Cc1cc(C)n(CC(=O)N2CCCC(N3CCN(c4cccc(C(F)(F)F)c4)CC3)C2)n1 (stereo not drawn) | -2 | 10 | -1 | -0.2 | 1 | 0.7 | 7 | 4.7 | i | 24
CCOC(=O)c1sc(NC(=O)CSc2nnnn2-c2ccc(C)c(C)c2)nc1C | 15 | -1 | 3 | nt | -1 | -1.1 | 5 | -2.0 | -0.3 | 1
CC(CNC(=O)C1CCCN(S(=O)(=O)N2CCOCC2)C1)c1ccccc1 (stereo not drawn) | 12 | -5 | -2 | 0.2 | -2 | 0.2 | 10 | -2.0 | -0.7 | 4
CN1C(=O)N(C)C(=O)C2(Cc3c(ccc4ccccc34)N(C)C2)C1=O | 3 | -5 | 2 | nt | 5 | -0.1 | -1 | 0.4 | -0.6 | -7
Cc1cccc(OCc2nnc(SCC(=O)N(C(C)C)C(C)C)n2Cc2ccco2)c1C | 35 | -22 | 0 | nt | 5 | 0.7 | 7 | 0.4 | -0.4 | 9
CC1(C(=O)NS(=O)(=O)c2ccc(Br)cc2)CCN1C(=O)Cc1ccsc1 (stereo not drawn) | nt | nt | -7 | 1.1 | nt | nt | 3 | -0.3 | -0.2 | 2
COc1ccccc1NS(=O)(=O)c1cc2c(cc1C)NC(=O)CO2 | 25 | 1 | 4 | 1.3 | 5 | -0.1 | 7 | -0.4 | -0.4 | 3
CCCOc1cc(C)nc(-c2ccccc2O)n1 | 19 | -17 | -5 | nt | 3 | -2.2 | 10 | -0.4 | -17 | 0
Cc1cc(C=O)c(C)n1-c1ccc2c(c1)OCO2 | 22 | 8 | -8 | 1.1 | -1 | 0.0 | 3 | 0.4 | -0.3 | -7
O=C(NCc1ccccc1)c1ccc([N+](=O)[O-])cc1 | nt | nt | 5 | 0.7 | nt | nt | -5 | -0.2 | nt | nt
Cc1nc2cc(NC(=O)CCS(=O)(=O)c3ccccc3)ccc2s1 | -12 | -8 | -1 | 0.8 | 0 | 0.1 | -3 | -0.8 | -0.6 | -4
CCc1ccc(N2CC(C(=O)NC3=NCCS3)CC2=O)cc1 (stereo not drawn) | 54* | -24 | -3 | nt | -2 | 3.8 | 0 | 1.1 | i | 10
O=C(NNc1ccc([N+](=O)[O-])cc1)C1CC1c1ccccc1 (stereo not drawn) | 2 | 16 | -1 | nt | 0 | 0.2 | -1 | 0.3 | -0.3 | -7
COc1ccc(S(=O)(=O)Nc2cccc(S(=O)(=O)N3CCCCCC3)c2)cc1 | 13 | -8 | 3 | nt | 3 | 1.1 | 3 | 0.7 | -0.1 | 3
CC(=O)Nc1nc2cccc([N+](=O)[O-])c2s1 | -4 | -3 | -2 | 0.9 | 6 | 0.1 | 10 | -0.9 | 0.2 | 0
CC(C)OCCCNC(=S)N1CCC(C(=O)c2ccc(Cl)cc2)CC1 | -8 | -11 | nt | 0.7 | 1 | 1.7 | 13 | nt | 0.4 | 9
CCCC(=O)N1c2ccccc2C(=C2SC(C(=O)OC)=C(C(=O)OC)S2)C(=S)C1(C)C | 0 | -16 | nt | nt | 5 | 2.3 | 28 | nt | -0.4 | -10
O=C(O)c1cc(-c2cccnc2)nn1-c1ccccn1 | 11 | 0 | 4 | nt | -3 | 2.1 | 1 | 0.1 | i | -2
COC(=O)[C@]1(C)N[C@H](CN(C)C(C)=O)[C@@H]2C(=O)N(C)C(=O)[C@@H]21 | nt | 3 | -2 | 0.7 | nt | -2.0 | -3 | 0.0 | i | -4
COC(=O)c1ccc2c(c1)N(Cc1ccccc1F)C(=O)c1ccccc1S2=O (stereo not drawn) | -18 | -9 | -3 | 2.3 | 1 | -0.7 | 4 | -0.4 | -0.3 | 14

An excerpt from above, limited to PriA SSB inh, BH1578 lux ind and CCHF vOTU inh.
| molecule | PriA SSB inh | BH1578 lux ind | CCHF vOTU inh |
| --- | --- | --- | --- |
| CCCOc1cc(C)nc(-c2ccccc2O)n1 | -17 | -17 | 10 |
| Cc1cc(C=O)c(C)n1-c1ccc2c(c1)OCO2 | 8 | -0.3 | 3 |

The list goes on.
SMILES | VHR inh abs | PriA SSB inh | Anthrax LF inh2 | TcdB inh | 3CLpro inhibitor | PfHsp40 rescue | CCHF vOTU inh | BoNT-A LC inh2 | BH1578 lux ind | Y pestis TopoI
CN(CCCNC(=O)CSc1cc(=O)n(C)c2ccc(Cl)cc12)Cc1ccccc1 | 12 | -6 | 0 | 0.6 | 0 | 0.9 | 0 | 0.1 | 1.5 | 25
Cc1cccc(NC(=S)NCCO)c1C | 0 | -15 | -2 | nt | -6 | 1.3 | -2 | 0.4 | -0.3 | 0
Nc1ncnc2c1ncn2C1OC(COP(=O)(O)O)C(O)C1O (stereo not drawn) | 2 | -10 | -4 | 0.5 | -2 | -6.0 | 1 | 0.5 | i | -3
COc1ccc(OC)c(NC(=O)Cc2ccc(NC3=NC4CS(=O)(=O)CC4S3)cc2)c1 (stereo not drawn) | -6 | -14 | -10 | 0.2 | -3 | 0.4 | 0 | 0.0 | -0.1 | 7
Clc1ccc(OCCSCc2nc3ccccc3[nH]2)cc1 | 0 | -11&-8 | 0 | nt | 1 | 1.3 | 6 | 0.7 | -2.8 | 8
Cc1ccc(CCNC(=O)CCS(=O)(=O)c2cc3c(cc2C)NC(=O)CO3)cc1 | -18 | -4 | 3 | 0.4 | 2 | -2.4 | 5 | 0.2 | -0.1 | 0
Cc1cccc(-c2ncc(CN3CCCC(CO)(Cc4ccccc4C)C3)cn2)c1 (stereo not drawn) | 8 | 0 | 2 | -0.8 | 3 | -0.1 | 7 | -2.3 | -0.2 | 32
COC(=O)CCC(=O)OC1(C)C(=O)C=C2C=C3CCCN3C=C2C1=O (stereo not drawn) | 7 | 8 | -4 | -3.0 | nt | 9.2 | 14 | -0.1 | i | 1
CCOC(=O)c1sc(NC(=O)CCCCCN2C(=O)c3cccc4cccc(c34)C2=O)nc1C | 31 | 5&-9 | -6 | 1.2 | -3 | 0.5 | -12 | -0.5 | i | 0
O=[N+]([O-])c1ccc2c(c1)CO[C@@]21O[C@H](CCO)C[C@H](O)[C@H]1O | nt | nt | 0 | 0.4 | nt | nt | -1 | 0.3 | nt | nt
Cc1ccccc1CC(=O)Nc1cc(C(C)(C)C)on1 | 6 | -11 | 1 | 2.2 | -1 | -0.9 | -4 | -2.7 | -0.6 | -13
CCOc1ncccc1C(=O)N(CC)CC(=O)NCc1ccc(Cl)cc1 | 7 | 4 | 12 | 1.8 | -4 | 0.1 | 1 | -0.1 | i | 3
FC(F)(F)c1cc(CO[C@@H]2CCCN[C@@H]2c2ccccc2)cc(C(F)(F)F)c1 | nt | -12 | -8 | -0.1 | nt | 0.4 | 33* | -0.6 | i | -5
O=C(NCCC(=O)N1CCC2(CC1)NCCc1[nH]cnc12)c1cccc(Cl)c1 | -4 | 5 | 1 | -4.8 | -1 | 0.9 | 1 | -0.2 | -0.4 | -7
COC(=O)c1sc(NC(=O)CSc2nnnn2-c2cccc(OC)c2)nc1C | 4 | -6 | 5 | nt | 1 | 1.1 | 9 | 1.7 | 6.2 | 0
CCOc1ccc2[nH]c(S(=O)(=O)CC)nc2c1Cl | 4 | -18 | -1 | nt | -4 | -0.4 | 3 | 0.5 | i | -6
O=c1ccc(Oc2nc(N3CCOCC3)nc(N3CCOCC3)n2)n[nH]1 | 16 | -18 | -5 | nt | -2 | -0.5 | -4 | -0.1 | -0.2 | 2
CC(=O)c1c(N)[nH]c(-c2ccccc2)nc1=S | -7 | -4 | -1 | nt | 3 | -0.2 | nt | 0.0 | i | 3
CC(C)[C@H](NC(=O)c1ccccc1F)C(=O)Nc1cccc(S(=O)(=O)N2CCOCC2)c1 | nt | nt | -5 | 1.0 | nt | nt | 6 | -0.7 | i | 6
Cc1nc(CCNC(=O)CC2C(=O)NCCN2Cc2ccoc2)nc2c1CCCC2 (stereo not drawn) | 13 | 4 | -2 | nt | 1 | -0.2 | 6 | 0.7 | nt | 8

The closing 2 records of the section before are carried over, then new ones follow.
SMILES | VHR inh abs | PriA SSB inh | Anthrax LF inh2 | TcdB inh | 3CLpro inhibitor | PfHsp40 rescue | CCHF vOTU inh | BoNT-A LC inh2 | BH1578 lux ind | Y pestis TopoI
CC(C)[C@H](NC(=O)c1ccccc1F)C(=O)Nc1cccc(S(=O)(=O)N2CCOCC2)c1 | nt | nt | -5 | 1.0 | nt | nt | 6 | -0.7 | i | 6
Cc1nc(CCNC(=O)CC2C(=O)NCCN2Cc2ccoc2)nc2c1CCCC2 (stereo not drawn) | 13 | 4 | -2 | nt | 1 | -0.2 | 6 | 0.7 | nt | 8
CCCS(=O)(=O)N1CCCC(C(=O)N2CCOCC2)C1 (stereo not drawn) | -7 | 0&15 | 2 | nt | -7 | 6.7 | 4 | -0.1 | nt | 2
COc1ccc(C(=O)N/C(=C\c2cn(C)c3ccccc23)C(=O)OCC(C)C)cc1 | -8 | -19 | 0 | 0.4 | 3 | 1.1 | 5 | 0.6 | -0.3 | 19
CCOC(=O)C1(C/C(C)=N/NC(N)=O)CC(C)OC1=O (stereo not drawn) | -5 | nt | -3 | 0.8 | -2 | 3.7 | 10 | -1.0 | -0.4 | -1
O=C1CC(N2CCN(C3CC(=O)N(CCc4ccccc4)C3=O)CC2)C(=O)N1CCc1ccccc1 (stereo not drawn) | -13 | -16 | -5 | nt | -1 | 0.7 | 3 | -1.1 | -0.2 | -4
CCOc1ccccc1N1CCN(C(=O)CCNS(=O)(=O)c2ccccc2F)CC1 | nt | -8 | -3 | 0.7 | nt | 0.5 | -4 | 4.7 | -0.7 | 21
Cn1cnnc1SCC(=O)NCCC(c1ccccc1)c1ccccc1 | -4 | -14 | -1 | nt | 3 | 0.4 | 6 | -0.4 | i | -1
CCOCCCNC(=O)C1CCN(c2cc(C)nc3c(-c4ccc(OC)c(OC)c4)c(C)nn23)CC1 | 15 | -17 | 0 | nt | 3 | 1.4 | 2 | 0.2 | -0.3 | 3
COCc1cc([C@@H]2C[C@H]3CN(c4ccccc4)C(=O)[C@]34CCCN24)ccc1OC | 17 | -6 | 11 | 0.8 | 0 | 0.5 | -15 | -3.2 | -0.5 | 4
CCCNC(=O)CSc1nnc(-c2ccco2)n1C | 14 | -10 | -2 | nt | -6 | 0.0 | 2 | -0.9 | -1.4 | 3
Cc1cc(Cl)ccc1NC(=O)CCN1C(=O)C2CCCCC2C1=O (stereo not drawn) | nt | -7 | 2 | 1.6 | nt | -0.1 | 21 | 3.8 | i | 4
COCOCCn1cc(CN2CCS(=O)(=O)N(Cc3ccc(-c4ccc(Cl)c(Cl)c4)cc3)C(C)C2=O)nn1 (stereo not drawn) | nt | nt | 3 | 0.3 | nt | nt | 19 | 0.4 | -0.4 | 18
Clc1ncnc2c1oc1ccccc12 | -2 | -2 | 1 | nt | 3 | 2.0 | -17 | -1.0 | -1.9 | -8
COC(=O)CCC(=O)Nc1ccc(N=Nc2ccccc2)cc1 | 12 | 5 | -2 | 0.7 | 2 | -1.1 | 19 | 0.1 | 0.0 | 30
Cn1c(SCC(=O)c2ccc(F)cc2)nnc1-c1ccccc1N | 7 | 6 | -1 | nt | 4 | -0.4 | 4 | -0.3 | -1.5 | 0
O=C(NC1CCCC1)c1ccc2c(c1)N(Cc1ccccc1)CCS2 | 21 | -3 | -2 | 1.2 | 1 | -1.1 | -3 | 1.2 | -7.1 | -1
